NCI-60 one-dose screen, 48 h, at 10 µM unless noted. Numbers give growth in % (100 = growth as untreated, 0 = no growth, -100 = all killed).
SNB-19 – SNB-19 CNS cancer cells. 81,000 compounds, 2.5% hits. AID 1794751
HCC-2998 – HCC-2998 colon cancer. 79,000 compounds, 4.7% hits
HT29 – HT29 colon cancer. 81,000 compounds, 7.4% hits. AID 1794748
SF-539 – SF-539 CNS cancer | 81,000 compounds, 6.8% hits
SNB-75 – SNB-75 CNS cancer; AID 1794750; 79,000 compounds, 5% hits
SF-295 – SF-295 CNS cancer cells; 79,000 compounds, 5.6% hits
SF-268 – SF-268 CNS cancer cells; 82,000 compounds, 3.1% hits
SW-620 – SW-620 colon cancer; 82,000 compounds, 5.2% hits; AID 1794795
KM12 – KM12 colon cancer cells; 82,000 compounds, 5% hits; AID 1794800
Numbers without * were called inactive; x = no result given; & = joins results of further samples. How the source made its calls: active means growth percent below 10; inactive means the rest.

SMILES	SNB-19	HCC-2998	HT29	SF-539	SNB-75	SF-295	SF-268	SW-620	KM12
COc1cc2nc(-c3ccc(C(F)(F)F)cc3)cc(OCCCNCC3CCCO3)c2cc1OC (configuration not stated)	75	54	-7.8*	46	8.7*	-34*	59	16	27
COc1cccc(NC(=S)NC(Cc2ccccc2)c2ccccc2)c1 (configuration not stated)	93&95	105&101	97&84	98&104	96&94	105&86	95&102	104&102	90&93
Cn1cc(-c2nc(-c3c[nH]c4ccncc34)cs2)c2cc(Br)ccc21	-76*	-69*	-82*	-98*	-97*	-78*	-74*	-72*	-84*
CC1(C)C2CCC(CN)C1C2 (configuration not stated)	96	114	101	96	101	96	98	98	99
O=C(c1cccc(F)c1)n1ccc2cc(NC(=S)NCCCl)ccc21	95	100	97	104	95	86	101	107	99
OC(c1cccs1)c1cccs1	106	103	x	123	105	103	107	x	110
CC(C)NC(=O)OCc1c(COC(=O)NC(C)C)c([N+](=O)[O-])n2c1CCC2	99	105	118	105	81	94	109	101	108
O=c1/c(=C/C2=Cc3ccccc3OC2)sc2nc3ccccc3n12	88	104	101	98	101	95	100	95	102
O=C(Nc1cccc(C(F)(F)F)c1)c1cc(-c2ccc(F)cc2F)ccc1O	11	15	74	10	-0.9*	-23*	16	11	3.8*
COc1cc([C@H](C)c2ccc3ccccc3c2)cc(OC)c1OC	33	27	8.7*	-19*	0.3*	14	55	29	20
CN(C)c1ccc(C2C3CSCN3[C@@]3(C(=O)Nc4ccccc43)C2C(=O)c2nc3ccccc3[nH]2)cc1 (some centres not stated)	92	102	99	100	88	103	92	100	96
COc1ccc(-c2nc(SCC(=O)Nc3ccc(C(=O)/C=C/c4ccc(Cl)cc4)cc3)[nH]c(=O)c2C#N)cc1	39	x	103	86	85	99	102	102	102
COc1cc2cn3c4ccccc4oc(=O)c3c2cc1OC	91	x	97	106	86	110	101	109	90
CCN(Cc1ccccc1)c1nc(N)nc2[nH]ncc12	100	189	97	94	92	96	101	108	85
CCN(CC)C(=O)N1C(=O)c2ccccc2S1(=O)=O	102	111	98	103	86	103	87	86	95
CC(C)(C)c1ccc(O)c(-c2ccccc2)c1	121	103	107	108	x	126	105	99	104
O=C(O)CCn1ccc2ccccc21	101	107	99	104	88	108	103	111	117
CC1(C)CC[C@]2(C(=O)N[C@H](CO)Cc3ccccc3)CC[C@]3(C)C(=CC[C@@H]4[C@@]5(C)CCCNC(C)(C)[C@@H]5CC[C@]43C)[C@@H]2C1	85	56	11	90	87	102	86	80	96
CCOc1c(C#N)c(Nc2ccc(S(N)(=O)=O)cc2)c(C#N)c2nc(=S)nc(Nc3ccccc3)n12	98	112	105	103	97	108	96	111	107
CCN(CC)C(=O)COc1ccc(C=C2C(=O)NC(=S)NC2=O)cc1	95	104	102	98	92	97	99	103	110
CC(C)(C)n1cc(-c2ccnc(NCCCNS(=O)(=O)c3ccc(Br)cc3)c2)c(-c2ccccc2)n1	87	75	28	66	68	64	91	89	72
CC1CN=C(c2ccc(NC(=O)c3ccc(C(=O)Nc4ccc(C5=NCC(C)N5)cc4)cc3)cc2)N1 (configuration not stated)	x	132	113	102	105	114	107	99	99
COc1ccc(-c2[nH]c(=S)ncc2-c2ccc(Cl)cc2)c(O)c1	90	97	102	110	93	95	95	102	90
COc1cc(NC(=O)CCSc2nc3ccc(C)cc3c(=O)n2Cc2ccccc2)cc(OC)c1OC	73	112	79	34	-14*	59	40	85	x
Nc1ccc(/C(=N/NC(=O)C(=O)N/N=C(\c2ccccc2)c2ccc(N)cc2)c2ccccc2)cc1	102	107	93	102	85	96	102	112	106

An excerpt from above in order of molecular weight, high to low:
SMILES	SNB-19	HCC-2998	HT29	SF-539	SNB-75	SF-295	SF-268	SW-620	KM12
CN(C)c1ccc(C2C3CSCN3[C@@]3(C(=O)Nc4ccccc43)C2C(=O)c2nc3ccccc3[nH]2)cc1 (some centres not stated)	92	102	99	100	88	103	92	100	96
Nc1ccc(/C(=N/NC(=O)C(=O)N/N=C(\c2ccccc2)c2ccc(N)cc2)c2ccccc2)cc1	102	107	93	102	85	96	102	112	106
COc1cccc(NC(=S)NC(Cc2ccccc2)c2ccccc2)c1 (configuration not stated)	93&95	105&101	97&84	98&104	96&94	105&86	95&102	104&102	90&93
COc1cc2cn3c4ccccc4oc(=O)c3c2cc1OC	91	x	97	106	86	110	101	109	90
OC(c1cccs1)c1cccs1	106	103	x	123	105	103	107	x	110

More entries follow:
SMILES	SNB-19	HCC-2998	HT29	SF-539	SNB-75	SF-295	SF-268	SW-620	KM12
CC(=O)OC[C@]12CC[C@@H](C(=O)/C=C/c3cccnc3)[C@@H]1[C@H]1CC[C@@H]3[C@@]4(C)CC[C@H](OC(C)=O)C(C)(C)[C@@H]4CC[C@@]3(C)[C@]1(C)CC2	47	-63*	6.5*	-53*	54	30	42	8.0*	19
O=S(=O)(O)c1cccc2cccc(Nc3ccccc3)c12	103	95	103	105	85	108	90	103	117
Cc1cc(NC(=O)c2ccc(N)cc2)ccc1N=Nc1ccc2cc(S(=O)(=O)O)cc(S(=O)(=O)O)c2c1	129	105	99	107	101	106	115	97	105
COc1ccc(S(=O)(=O)NCCCNc2nccc(-c3[nH]c(-c4ccccc4)nc3-c3ccc(F)c(O)c3)n2)cc1	114	131	98	102	91	99	127	135	105
O=C1NC(=O)C2(CCc3ccccc3C2)N1 (configuration not stated)	111	102	118	110	100	118	110	111	116
COc1ccc2oc3c(C)c4c(c(C)c3c2c1)C(=O)N(CCN1CCOCC1)C4=O	82	99	86	97	87	92	91	89	81
Cc1cc2c(-c3cn[nH]n3)c(O)c(O)cc2c(O)c1-c1c(C)cc2c(-c3cn[nH]n3)c(O)c(O)cc2c1O	110	114	103	98	104	98	96	103	96
O=C(O)c1ccccc1-c1ccccc1C(=O)Nc1ccc2c(c1)C(=O)c1ccccc1-2	95	102	102	107	76	118	101	106	106
CCN1C(=O)N(CC)C2Nn3c(s/c(=C\c4ccc[nH]4)c3=O)=NC21 (configuration not stated)	96	106	98	99	85	104	99	95	101
COc1ccccc1N=c1scc(C)n1C	95	98	108	101	86	89	104	107	106
COc1cc(-c2c(C#N)c(-c3ccc(Cl)cc3)nc3c2c(-c2ccccc2)nn3-c2ccccc2)ccc1O	103	107	109	97	89	108	93	99	96
COc1cc(-c2cc(/C=C3\CCCCC3=O)[nH]n2)cc(OC)c1OC	97	106	100	103	86	96	97	101	94
O=C1CCC(Nc2ccc(Cl)cc2Cl)N1c1cccs1 (configuration not stated)	91	105	109	99	92	111	99	109	105
Cc1c(-c2ccccc2)nnn1-c1ccc(F)cc1F	93	111	102	100	99	x	107	99	113
O=C1CSC(=NNc2ncnc3ccccc23)N1c1ccccc1	98	106	105	93	87	96	101	103	102
O=c1c2cc(F)ccc2sc2c(Nc3ccccc3)nc3ccccc3c12	98	117	89	104	90	99	95	96	96
COc1ccc2[nH]c(=O)c(O)c(-c3cccc(O)c3)c2c1	103	103	104	108	89	103	103	102	98
O=C1c2ccccc2CN1C12CCC3CC(CC(O)(C3)C1)C2 (configuration not stated)	94	99	95	98	91	98	97	91	100
COc1cc2nc(N3CCC[C@H](NC(=O)c4ccco4)C3)nc(N)c2cc1OC	99	102	95	103	84	87	100	98	105
CC[C@]12C=CCN3CC[C@@]4(c5ccc(OC)cc5N(C)[C@H]4[C@@](O)(C(=O)OC)[C@@H]1OC(=O)CCC(=O)O[C@H]1CC[C@H]4[C@@H]5CC[C@H]6CC(=O)CC[C@]6(C)[C@H]5CC[C@]14C)[C@@H]32	38	41	-2.2*	47	42	7.7*	46	21	22
O=C1C=CC(=O)N1c1cccc(Cl)c1	118	104	86	113	115	107	108	76	104
COc1cc2c(cc1-c1c(C)noc1C)ncc1nc(CN3CCOCC3)n([C@H](C)COC(F)F)c12	45	32	12	35	3.1*	40	55	63	35
Cc1cc(O)c(C(C)C)cc1C1(c2cc(C(C)C)c(O)cc2C)OS(=O)(=O)c2ccccc21	99	106	98	101	100	112	97	91	109
CC(C)(C)C(=O)C(O)C(C)(C)C (configuration not stated)	108	101	97	99	90	97	99	111	103
Cc1ccccc1NC(=O)c1cc2ccccc2cc1O	62	82	111	64	77	86	21	47	23
Carrying on:
SMILES	SNB-19	HCC-2998	HT29	SF-539	SNB-75	SF-295	SF-268	SW-620	KM12
Cc1ccc(S(=O)(=O)Nc2ccc(I)cc2)cc1	97	102	101	104	72	93	94	107	95
C#CCN1C(=O)c2cccc3c(/C=C/CN4C(=O)c5cccc6cccc(c56)C4=O)ccc(c23)C1=O	99	109	110	103	91	101	96	89	100
O=C(Cn1c(=O)sc2nc3ccccc3nc21)Nc1ncc(Cc2ccc(F)cc2)s1	100	109	111	101	81	102	96	101	98
Cn1cc(-c2nc(-c3cccnc3)cs2)c2cc(F)ccc21	99	104	85	94	91	92	87	99	82
CCCc1nn2c(CCC(=O)c3nc4ccc([N+](=O)[O-])cc4[nH]3)nnc2s1	109	100	106	103	97	104	100	98	104
CNCc1cccc(C)n1	108	107	105	99	124	96	128	98	115
O=C1C(=O)c2ccccc2C(O)=C1CC=C1CCCC1	98	109	80	104	107	106	100	107	120
Nc1nc2ccc(Cl)cc2[nH]1	97	82	82	96	100	x	105	101	104
O=C(NCc1ccccc1)C(=O)NCc1ccccc1	105	107	104	98	94	87	113	110	108
CCCCCCCCCCCCCCCCCCOCC(O)CO (configuration not stated)	112	92	90	97	75	97	107	107	108
COc1ccc(/C=C/C(=O)c2cc3c(N)c(C(=O)Nc4ccccc4)sc3nc2C)cc1	1.8*	12	-3.7*	-27*	12	12	23	18	6.6*
CN1CCN(CCCN2c3ccccc3Sc3ccc(C(F)(F)F)cc32)CC1	74	-6.2*	5.4*	x	53	43	64	34	40
FC(F)(Cl)C(F)(F)Cl	112	120	110	99	105	101	119	115	116
O=S(=O)(Nc1ccc2c(c1)OCO2)c1ccc(-c2cnc(C3CC3)o2)cc1	38	73	14	33	x	9.2*	54	21	23
Cc1ccc2cccc(OC(=O)c3cccnc3Oc3ccccc3)c2n1	100	97	96	103	81	119	105	106	100
CCOC(=O)c1c2c(c(C)n1Cc1ccc(OC)cc1)-c1oncc1CC2	82	106	89	80	73	91	81	96	88
Nc1nc(-c2ccnc(Cl)c2)nn1-c1nc2ccccc2s1	99	104	112	98	103	101	100	106	101
CCCCCCCCCCCCCCCC[N+](C)(C)CCCNS(=O)(=O)c1ccc(C#N)cc1	108	114	116	99	109	105	107	111	104
COc1ccc(/C(=C\c2ccc3c(c2)OCO3)C(=O)Nc2nc3ccc(N)cc3s2)cc1	103	111	90	93	90	x	90	107	96
COc1ccc(C2NC(=O)C(C#N)c3c2sc2c(F)cccc32)c(OC)c1 (configuration not stated)	44	88	66	8.9*	-5.3*	28	52	32	32
NC(=S)NCc1ccccc1	104	100	100	93	89	96	99	104	107
CC(C)(C)N(N)Cc1ccccc1	112	111	107	103	92	95	109	111	107
Ic1ccc(CCc2ccc(I)cc2)cc1	112	94	96	89	108	101	101	103	98
CCCSc1nnc(-c2c(C)nc3ccc(Br)cn23)o1	98	97	104	90	94	100	106	99	81
CCOC1(OCC)CCN(c2nc(CO)ncc2-c2ccc(C(F)(F)F)cc2)CC1	99	99	98	98	95	102	96	103	102
(next part)
SMILES	SNB-19	HCC-2998	HT29	SF-539	SNB-75	SF-295	SF-268	SW-620	KM12
Oc1ccc(Cl)cc1/C=N\NC(=S)N/N=C/c1cc(Cl)ccc1O	40	41	34	20	78	11	41	50	29
CC(C)C(=O)OCc1ccccc1	99	106	90	103	90	96	103	103	97
N#CC(=O)Nc1ccc(F)cc1	114	89	x	106	109	109	102	104	103
CCc1nc(C(N)=O)c(Nc2ccc(N3CCC(N4CCN(C)CC4)CC3)c(OC)c2)nc1NC1CCOCC1	30	61	-24*	-78*	-45*	13	38	4.0*	14
COc1ccc(Nc2ccnc(NCCNc3ccnc4cc(Cl)ccc34)n2)cc1	67	41	9.1*	-14*	79	46	54	36	62
CCc1ccccc1Cc1ccccc1	111	108	96	101	108	103	102	105	100
C=CCN(C(=O)OCC)c1ccccc1	104	97	100	92	95	108	104	101	97
COc1cc(OC)c(S(N)(=O)=O)cc1C(=O)/C=C/c1ccccc1	48	22	25	1.1*	77	58	38	3.8*	4.0*
COc1ccc(/C=C/c2nc3ccccc3nc2Nc2cccc(C)c2)cc1	99	116	101	103	99	127	97	95	97
COC1OCC2OC(C)(C)OC2C1OC(=S)SC (configuration not stated)	109	101	105	100	84	104	97	104	100
Cn1c(=O)c2[nH]c(C3CC3)nc2n(C)c1=O	96	104	x	94	91	105	102	102	106
Cc1cc(Cc2ccc(Cl)cc2)ccc1OC(=O)c1ccc(Cl)cc1	104	118	105	89	83	94	86	96	102
O=C1N/C(=N\c2nccs2)S/C1=C\c1cccs1	31	41	40	22	70	13	45	30	28
CC(=O)c1ccc(NCc2nnc3n(Cc4ccccc4)c(=O)c4c5c(sc4n23)CCCC5)cc1	111	73	100	113	106	154	110	95	115
O=C(Nc1ccc2[nH]ncc2c1)c1ccccc1-n1cnnn1	110	99	101	89	60	98	86	107	97

For reference, part of the list above.
SMILES	SNB-19	HCC-2998	HT29	SF-539	SNB-75	SF-295	SF-268	SW-620	KM12
Cc1cc(Cc2ccc(Cl)cc2)ccc1OC(=O)c1ccc(Cl)cc1	104	118	105	89	83	94	86	96	102
O=C1N/C(=N\c2nccs2)S/C1=C\c1cccs1	31	41	40	22	70	13	45	30	28
CC(=O)c1ccc(NCc2nnc3n(Cc4ccccc4)c(=O)c4c5c(sc4n23)CCCC5)cc1	111	73	100	113	106	154	110	95	115
O=C(Nc1ccc2[nH]ncc2c1)c1ccccc1-n1cnnn1	110	99	101	89	60	98	86	107	97
